Compound activity as filed in PubChem BioAssay.
Rpn11 inh: blocks the human proteasome subunit Rpn11; O00487; calls only at 20 µM; hit rate 0.59% among 360,000; human 26S proteasome, Ub4-pepOG fluorescence polarization; 20S core pre-blocked with epoxomicin; AID 588493;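 active means inhibition at 20 µM, scaled to each plate's controls, above about 33%, limit read from the data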
DNMT1 block: DNMT1 (human) enzyme inhibition. P26358. DNMT1 molecular beacon, Hinp1I cleavage, fluorescence. inhibition (reported as % activation of signal), % at 10 µM. hit rate 0.83% among 360,000. AID 588458; in the data active means inhibition above about 50%
LMPTP block: blocks human LMPTP phosphatase; P24666; recombinant LMPTP-A, OMFP fluorogenic substrate, fluorescence intensity; inhibition, % at 20 µM; hit rate 0.22% among 360,000;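 active means compounds that cut the enzyme signal by at least half of the control window in the single-dose screen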;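 further: plate controls were DMSO wells with enzyme plus substrate for no effect and substrate without enzyme for full effect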
Target sequence (P24666 whole entry, looked up): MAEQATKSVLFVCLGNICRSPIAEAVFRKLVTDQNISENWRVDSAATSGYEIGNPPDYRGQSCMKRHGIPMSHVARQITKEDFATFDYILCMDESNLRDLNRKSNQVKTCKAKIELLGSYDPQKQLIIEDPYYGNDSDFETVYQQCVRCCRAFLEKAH
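material = LMPTP-A | quantity = 0.625 nM enzyme | reagent = OMFP substrate, 400 µM final | buffer or medium = Bis-Tris pH 6.0, DTT, detergent | detection = endpoint fluorescence intensity from OMFP dephosphorylation | dosing = single 20 µM dose | read-out basis = % inhibition relative to no-enzyme and uninhibited control wells | control set = no-enzyme and uninhibited controls | timing = 50 min at room temperature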
Scp-1 inhibitor: inhibitors of human Scp-1 phosphatase; Recombinant Scp1, phosphopeptide, malachite green phosphate absorbance; inhibition, % at 20 µM; hit rate 0.88% among 340,000; AID 493091;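 active means inhibition above about 50% at 20 µM, limit read from the data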;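 further: plate controls were DMSO wells with enzyme for no effect and wells lacking enzyme for full effect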
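Material: truncated SCP-1 phosphatase (76-261aa) / Buffer or medium: 50 mM Tris acetate pH 5.5, 0.005% Tween-20, 10 mM MgCl2 / Compound dosing: one concentration, 20 µM, with 1.0% DMSO / Incubation: 45 min room-temperature reaction, 5 min colour, 30 min stabiliser / Detection: colorimetric free-phosphate detection, absorbance 630 nm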
NadD inh: inhibitors of Staphylococcus aureus NadD. purified NadD enzyme, colorimetric absorbance read-out. inhibition, % at 20 µM. hit rate 0.78% among 360,000. AID 602399; in the data active means inhibition above about 26%; further: some compounds past the cut are filed as inactive
MsrA inhibitor: inhibitors of bovine MsrA; inhibition, % at 15.5 µM; hit rate 0.75% among 360,000; purified bovine MsrA, absorbance read-out; in the data active means inhibition above about 4.5%;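 further: 0% = vehicle wells with enzyme and 100% = reference inhibitor wells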
TbMetRS inhib: Trypanosoma brucei MetRS inhibition; purified T. brucei MetRS, ATP depletion, Kinase-Glo luminescence; inhibition, % at 11.9 µM; hit rate 0.4% among 360,000;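 active means inhibition above a per-plate cutoff of the control wells' mean inhibition plus 3 SD, cut at about 5.5% in these data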;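 further: 0% = DMSO wells median and 100% = median of wells with control inhibitor compound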
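Dosing: 11.9 µM compound single dose, 0.9% DMSO; Assay system: purified T. brucei MetRS enzyme; Measured by: Kinase-Glo luciferase luminescence reporting remaining unconsumed ATP; Schedule: 15 min plus 2 h at 25 °C.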
STEP inh: blocks human striatal-enriched tyrosine phosphatase. hit rate 0.25% among 360,000. P54829. recombinant STEP, OMFP fluorogenic substrate, fluorescence. inhibition, % at 20 µM;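 active means inhibition at 20 µM, scaled per plate between control wells, above about 37%, limit read from the data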;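 further: 0% = DMSO with enzyme and substrate and 100% = substrate only without enzyme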
Target sequence (P54829 whole entry, looked up): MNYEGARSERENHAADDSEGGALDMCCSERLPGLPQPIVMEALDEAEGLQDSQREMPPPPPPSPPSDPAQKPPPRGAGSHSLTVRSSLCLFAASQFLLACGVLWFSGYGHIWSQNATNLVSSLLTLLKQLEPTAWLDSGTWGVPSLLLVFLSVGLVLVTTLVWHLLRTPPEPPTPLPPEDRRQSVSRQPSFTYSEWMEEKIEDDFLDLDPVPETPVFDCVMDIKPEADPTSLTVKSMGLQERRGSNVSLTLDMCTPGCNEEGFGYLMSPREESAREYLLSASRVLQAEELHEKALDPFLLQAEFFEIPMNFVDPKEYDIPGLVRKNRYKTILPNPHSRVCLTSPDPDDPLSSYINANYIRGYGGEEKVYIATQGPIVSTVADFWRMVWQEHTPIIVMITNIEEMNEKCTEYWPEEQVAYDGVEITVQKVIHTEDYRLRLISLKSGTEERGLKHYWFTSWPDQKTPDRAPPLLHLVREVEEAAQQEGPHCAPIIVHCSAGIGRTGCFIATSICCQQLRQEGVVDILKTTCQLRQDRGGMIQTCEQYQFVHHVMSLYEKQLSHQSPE
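Measure: Control-normalized % inhibition with plate pattern correction | Test system: STEP phosphatase, cell-free reaction | Medium: pH 6.0 Bis-Tris with DTT and Tween 20 | Technique: Fluorescence, 480/540 nm | Times: Reaction 20 min, ambient temperature | Doses: Single compound dose of 20 µM, 1% DMSO final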
CSN deneddyl inh: CSN deneddylation inhibition; inhibition, % at 12.5 µM; Purified CSN, SCF-Nedd8-OG deneddylation, fluorescence polarization; hit rate 0.38% among 360,000; AID 651999; Q92905;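 active means pattern-corrected inhibition above about 35%, with an unprinted fluorescence ratio check between 0.5 and 1.5, limit read from the data, passing the limit was not always enough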;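 further: 0% = enzyme with substrate and 100% = substrate without enzyme; some results filed as inactive read as strong as hits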
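Assay system: HEK293T-derived human Csn5 enzyme; quantity: 0.24 nM enzyme; medium: Tris/NaCl/DTT buffer, pH 7.5; also added: substrate SCFSkp2-Nedd8OG, 10 nM; doses: 12.5 µM compound; schedule: 90 min reaction at room temperature; signal: FP; read-out: % inhibition of substrate cleavage by Csn5; benchmarks: substrate-only high control, full reaction low control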
SUMO1 PPI mod: alters human SUMO1 binding to SIM partners; SUMO1 binding to a labelled peptide, TR-FRET, 1 h; inhibition, % at 20 µM; AID 602429; P63165; hit rate 0.33% among 360,000; in the data active means inhibition above about 37%
Target sequence (P63165 whole entry, looked up): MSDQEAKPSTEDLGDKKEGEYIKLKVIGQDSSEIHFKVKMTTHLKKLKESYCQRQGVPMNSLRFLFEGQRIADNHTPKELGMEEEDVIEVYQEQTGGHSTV
* = called active by the depositor; i = inactive; nt = no result given; & = joins results of further samples. Random draw from the library; 3.9% or so of the library scored in one or more.

The opening 9 entries (preview)
No.	Structure	Rpn11 inh	DNMT1 block	LMPTP block	Scp-1 inhibitor	NadD inh
1	COc1ccc(OCC(=O)NC2CCCN(Cc3ccc(Cl)cc3)C2)cc1 (centres undefined)	i	6	0.0	-2	-2
2	CC(C)N(Cc1ccccc1)C(=O)COC(=O)C1CCN(c2ccc(C(F)(F)F)cn2)CC1	i	2	5.0	-2	1
3	Cc1ccc(C(=O)NC(C)c2ccccc2)o1 (centres undefined)	i	-3	-0.4	-10	-3
4	Cc1ccc(C(=O)OCC(=O)NCc2cccs2)cc1S(=O)(=O)N1CCOCC1	i	-2	-1.3	-3	-4
5	O=C(COc1cccc(NC(=O)c2cccc([N+](=O)[O-])c2)c1)c1ccc(Br)cc1	i	-3	3.7	-10	-2
6	Cc1nnc(SCC(=O)NCc2ccccc2Cl)[nH]c1=O	i	2	-1.2	-4	2
7	CN(c1ccccc1)S(=O)(=O)c1cccc(NC(=O)c2cncc(Br)c2)c1	i	0	2.0	-4	-5
8	O=C1c2ccccc2C(=O)N1CC#CCN1CCN(C2CCCCC2)CC1	i	7	-3.3	-14	-6
9	CCCCn1nnnc1NCc1cccnc1	i	3	-0.8	1	8

No.	MsrA inhibitor	TbMetRS inhib	STEP inh	CSN deneddyl inh	SUMO1 PPI mod
1	-1.1	-0.2	-2	0	5
2	-1.6	-0.1	2	1	1
3	-0.3	0.1	-1	1	-1
4	-0.8	-0.7	-2	-3	5
5	1.1	-1.0	1	-2	-11
6	-0.6	0.0	-2	-1	-1
7	-1.6	-0.6	-1	2	4
8	0.6	-1.9	0	-3	-5
9	-1.4	-1.6	-2	-4	1

Main list, repeating the preview:
No.	Structure	Rpn11 inh	DNMT1 block	LMPTP block	Scp-1 inhibitor	NadD inh
1	COc1ccc(OCC(=O)NC2CCCN(Cc3ccc(Cl)cc3)C2)cc1 (centres undefined)	i	6	0.0	-2	-2
2	CC(C)N(Cc1ccccc1)C(=O)COC(=O)C1CCN(c2ccc(C(F)(F)F)cn2)CC1	i	2	5.0	-2	1
3	Cc1ccc(C(=O)NC(C)c2ccccc2)o1 (centres undefined)	i	-3	-0.4	-10	-3
4	Cc1ccc(C(=O)OCC(=O)NCc2cccs2)cc1S(=O)(=O)N1CCOCC1	i	-2	-1.3	-3	-4
5	O=C(COc1cccc(NC(=O)c2cccc([N+](=O)[O-])c2)c1)c1ccc(Br)cc1	i	-3	3.7	-10	-2
6	Cc1nnc(SCC(=O)NCc2ccccc2Cl)[nH]c1=O	i	2	-1.2	-4	2
7	CN(c1ccccc1)S(=O)(=O)c1cccc(NC(=O)c2cncc(Br)c2)c1	i	0	2.0	-4	-5
8	O=C1c2ccccc2C(=O)N1CC#CCN1CCN(C2CCCCC2)CC1	i	7	-3.3	-14	-6
9	CCCCn1nnnc1NCc1cccnc1	i	3	-0.8	1	8
10	CCSC1C(=O)N(C)C(SCC)C(=O)N1C (centres undefined)	i	6	-0.9	nt	-1

No.	MsrA inhibitor	TbMetRS inhib	STEP inh	CSN deneddyl inh	SUMO1 PPI mod
1	-1.1	-0.2	-2	0	5
2	-1.6	-0.1	2	1	1
3	-0.3	0.1	-1	1	-1
4	-0.8	-0.7	-2	-3	5
5	1.1	-1.0	1	-2	-11
6	-0.6	0.0	-2	-1	-1
7	-1.6	-0.6	-1	2	4
8	0.6	-1.9	0	-3	-5
9	-1.4	-1.6	-2	-4	1
10	0.6	-0.5	-6	2	3

The list goes on.
No.	Structure	Rpn11 inh	DNMT1 block	LMPTP block	Scp-1 inhibitor	NadD inh
11	C[C@@H]1O[C@@H](Oc2c(-c3ccc(O)c(O)c3)oc3cc(O)cc(O)c3c2=O)[C@H](O)[C@H](O)[C@H]1O	i	4&9	0.0&-0.1	-9&-8	16&0
12	COc1ccc(N2C=C3C(=O)C(C)(OC(=O)CCc4ccccc4)C(=O)C=C3C=C2c2ccc(C#N)cc2)cc1 (centres undefined)	i	-9	3.6	2	29
13	COc1cc(OC)cc(C(=O)N(Cc2nc(-c3cccc(C)c3)no2)C(C)C)c1	i	-3	2.6	-5	3
14	FC(F)(F)Oc1ccccc1C(c1nnnn1C1CCCC1)N1CCN(C/C=C/c2ccccc2)CC1 (centres undefined)	i	-6	2.3	nt	-2
15	CCn1cc(CN2CCC(C(=O)Nc3ccc(Oc4cccnc4)cc3)CC2)c(C)n1	i	1	-0.2	-5	-9
16	O=C(NC(=S)Nc1cccc(Cl)c1Cl)C1CC1	i	0	0.6	-8	-10
17	Cc1nc(C(=O)N2CCOCC2)sc1C1(C)CC(c2ccccc2)=NO1 (centres undefined)	i	-4	-2.9	7	-7
18	COc1ccccc1C(=O)N1CCCC(c2nc(-c3cc(OC)c(OC)c(OC)c3)no2)C1 (centres undefined)	i	0	-0.4	-1	6
19	O=C(CC(CC(=O)c1ccc(Cl)cc1)c1ccccc1C(=O)O)c1ccc(Cl)cc1	i	3	-0.3	0	2
20	CCOc1c(Br)cc(CNc2ccc(N3CCN(C(C)=O)CC3)cc2)cc1OC	i	-7	6.7	-17	5

No.	MsrA inhibitor	TbMetRS inhib	STEP inh	CSN deneddyl inh	SUMO1 PPI mod
11	3.4&2.2	0.4&0.1	1&1	-3&1	1&-2
12	1.1	0.4	3	-3	-20
13	0.6	-0.9	4	-4	1
14	-0.7	-0.9	0	-6	2
15	1.1	-0.3	-3	-3	2
16	2.9	-0.5	-2	-3	5
17	-1.0	-0.4	-2	2	4
18	0.4	0.0	0	-3	-1
19	0.1	-0.2	1	7	6
20	0.4	0.2	5	-3	5

Continued.
No.	Structure	Rpn11 inh	DNMT1 block	LMPTP block	Scp-1 inhibitor	NadD inh
21	Cc1ccccc1NC(=O)c1cccc(OCc2c(C)noc2C)c1	i	-1	-1.7	-14	-3
22	CCOC(=O)CCc1c(C)c2ccc(OCc3nn[nH]n3)c(C)c2oc1=O	i	3	-0.6	3	-2
23	O=C(NCc1ccco1)/C(=C/c1ccc(Br)cc1)NC(=O)c1ccco1	i	1	-1.5	-5	-2
24	COc1ccc(C2C(C#N)=C(C)NC3=C2C(=O)CC(C)(C)C3)c(OC)c1 (centres undefined)	i	0	-1.8	-7	3
25	O=C1C=CC(=O)N1c1ccc(-c2nc3ccccc3o2)cc1	i	-18	0.9	nt	11
26	Cc1ccc(S(=O)(=O)NCC(=O)Nc2ccc3c(c2)OCO3)cc1	i	0	0.1	-8	-2
27	CCC(Oc1ccccc1)C(=O)N1CCN(c2ccccn2)CC1 (centres undefined)	i	-2	-1.8	4	0
28	Cc1oc2c(CN3CCCC3)c(O)ccc2c(=O)c1-c1ccc(Cl)cc1	i	-1	0.5	-3	-5
29	NC(=O)c1c(NC(=O)c2cc3ccccc3o2)sc2c1CCC2	i	2	1.7	-2	-1
30	COc1ccccc1/C=C(\C#N)C(=O)Nc1ccc(S(N)(=O)=O)cc1	i	-2	1.8	5	-2

No.	MsrA inhibitor	TbMetRS inhib	STEP inh	CSN deneddyl inh	SUMO1 PPI mod
21	-1.5	-0.4	1	0	2
22	2.0	0.7	3	-6	14
23	-0.5	0.3	-1	1	-4
24	nt	-1.7	1	-1	-7
25	nt	-0.1	-2	5	3
26	-0.6	-0.4	0	-5	-1
27	0.9	-0.7	-2	-3	2
28	2.4	-0.3	2	-3	1
29	0.5	0.3	-1	0	-2
30	0.7	-0.6	2	-13	-9

(further entries)
No.	Structure	Rpn11 inh	DNMT1 block	LMPTP block	Scp-1 inhibitor	NadD inh
31	O=S(=O)(Cc1noc(-c2ccccc2Cl)n1)c1ccccn1	i	1	-1.2	14	0
32	COc1cccc(C(=O)NCc2nnc(SCC(=O)Nc3nccs3)n2-c2ccccc2)c1	i	1	-2.3	-4	-2
33	C#CCN1CC(C)/C(=N/O)CC1C (centres undefined)	i	2	-2.8	-14	6
34	COc1ccc(C(=O)COC(=O)Cc2c[nH]c3ccccc23)c(OC)c1	i	-7	1.6	-15	-7
35	COc1cc(C#Cc2c(-c3ccccc3OC)oc3ccccc23)cc(OC)c1	i	1	0.5	29	-6
36	Cc1nn(CC(=O)c2ccc(Br)s2)c(C)c1[N+](=O)[O-]	i	-5	1.8	-4	0

No.	MsrA inhibitor	TbMetRS inhib	STEP inh	CSN deneddyl inh	SUMO1 PPI mod
31	0.0	0.8	2	2	2
32	0.9	1.9	-3	-9	0
33	-0.9	-1.4	-1	-4	-2
34	1.3	0.0	-1	2	2
35	1.4	-0.4	-1	-4	-4
36	0.1	0.2	2	2	-8
